Bioassay records from PubChem.
NPY-Y2 antag: antagonists of human neuropeptide Y receptor Y2 | 140,000 tested, 0.99% active | AID 793 | inhibition, % at 2.7 µM | NPY-Y2 expressing cells, antagonist mode | P49146; in the data active = inhibition above about 17%;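 note: 0% = vehicle with agonist challenge and 100% = reference antagonist with challenge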
Target sequence (P49146 whole entry, looked up): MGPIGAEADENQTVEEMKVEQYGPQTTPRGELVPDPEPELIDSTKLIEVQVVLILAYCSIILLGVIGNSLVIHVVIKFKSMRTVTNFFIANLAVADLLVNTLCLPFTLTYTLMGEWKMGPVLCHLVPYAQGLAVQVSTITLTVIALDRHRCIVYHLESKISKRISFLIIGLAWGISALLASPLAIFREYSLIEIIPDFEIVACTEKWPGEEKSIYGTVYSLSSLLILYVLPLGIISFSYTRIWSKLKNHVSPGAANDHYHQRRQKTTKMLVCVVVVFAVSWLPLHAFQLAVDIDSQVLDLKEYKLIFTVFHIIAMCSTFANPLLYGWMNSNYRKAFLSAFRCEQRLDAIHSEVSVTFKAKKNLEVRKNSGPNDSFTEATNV
E-sel TNF inh: blocks E-selectin expression induced by TNF alpha; HUVEC TNFa-induced E-selectin immunofluorescence, high content; inhibition, % at 2 µM; 120,000 tested, 0.71% active; AID 1246;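 active = inhibition above the batch mean plus 3 SD, and confirmed as a hit on visual image review, cut at about 43% in these data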;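 note: 0% = TNF-stimulated DMSO wells and 100% = unstimulated control wells; not every result past the cut was called active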
Yeast lifespan up: yeast lifespan extension | S. cerevisiae growth with nicotinamide, OD615; deaD strain in restrictive glucose medium | inhibition of the nicotinamide effect, % at 10 µM | 130,000 tested, 0.68% active | AID 775;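 active = inhibition above a set limit, placed 3 SD over the median of all compounds, cut at about 26% in these data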;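 note: 0% = nicotinamide-treated wells and 100% = cells grown without nicotinamide; some compounds called inactive have numbers as strong as hits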
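Assay system: DeaD-strain S. cerevisiae. Medium: CSMM-D glucose medium, restrictive. Reagent: nicotinamide, 1.5 mM, co-present with compound. Compound: 10 µM single point, 0.25% DMSO. Schedule: culture preincubation 4 h, compound exposure 48 h, both 30 °C. Detection: absorbance at 615 nm.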
HCT116 bCat-KO: beta-catenin-lacking colon tumor cell growth suppression | HCT116 beta-catenin knockout viability, CellTiter-Glo, 60 h; stronger effect = lower value | viability, % at 10 µM | 140,000 tested, 1.5% active | AID 818;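 active = viability at or under a set limit, the compound median less 4 SD, cut at about 6% in these data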;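 note: 0% = Hyamine 1622 control at 20 µM and 100% = untreated cell control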
MRP-1 activ: activates MRP-1; viability increase, % at 10 µM; H69AR cells + doxorubicin, viability rescue, CellTiter-Glo; 140,000 tested, 0.61% active; AID 799;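 active = viability gain under doxorubicin at or above a set limit, the compound median plus 3 SD, cut at about 4.7% in these data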;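 note: MRP-1 overexpressing cells given doxorubicin 25 µM after compound pretreatment; 18-22 h compound pretreatment then 72 h with doxorubicin before readout; 0% = doxorubicin-only wells and 100% = vehicle-treated cells without doxorubicin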
HCT116 PTEN-null: PTEN-deleted cell growth suppression; HCT116 PTEN-null viability, CellTiter-Glo, 60 h; stronger effect = lower value; viability, % at 10 µM; 140,000 tested, 1.2% active; AID 827;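 active = viability at or below a set limit, 4 SD under the median of all tested compounds, cut at about 3.7% in these data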;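 note: PTEN knockout HCT116 line with beta catenin targeted HCT116 as companion control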
Measles CPE: protection of cells from measles virus. Measles virus-infected cells, CPE protection, absorbance. protection (pct of control), % at 4 µM. 140,000 tested, 1.5% active. AID 841; in the data active = protection mostly above about 24%, no sharp cut-off; inactive = mostly below about 26%; note: some compounds called inactive have numbers as strong as hits
Phagocytosis inh: inhibitors of macrophage phagocytosis; J774A.1 macrophage IgG-bead phagocytosis, imaging; inhibition, % at 5 µM; 110,000 tested, 0.07% active;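 active = inhibition above the mean of the plate negative controls plus 5 SD, cut at about 13% in these data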;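 note: phagocytic index as fraction of beads internalized from green versus red external bead signal; plate controls were DMSO negative control for no effect and cytochalasin-D positive control for full effect; some results beyond the cut were filed as inactive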
Yeast growth inh: reduces growth of yeast BB579 in restrictive medium; S. cerevisiae BB579 growth, OD615, 48 h; inhibition, % at 10 µM; 140,000 tested, 0.51% active; AID 804;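 active = inhibition above a set limit, 3 SD over the mean compound inhibition, cut at about 44% in these data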; note: inactives centre near -24
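Test system: Saccharomyces cerevisiae DeaD strain BB579, replicative lifespan model yeast | Buffer or medium: Restrictive CSMM-D medium | Doses: One dose, 10 µM compound with 0.25% DMSO | Incubation: 48 h exposure, 30 °C | Detection: Culture absorbance at 615 nm | Control set: Amphotericin B at 10 µg/mL as positive control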
GALR2 blocker: blocks the human galanin receptor 2; O43603; inhibition, % at 4 µM; 140,000 tested, 0.39% active; GALR2-expressing cells, antagonist mode; in the data active = inhibition above about 27%;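 note: cells stimulated with galanin 1-16 at roughly its EC80; 0% = agonist challenge control and 100% = basal control without agonist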
Target sequence (O43603 whole entry, looked up): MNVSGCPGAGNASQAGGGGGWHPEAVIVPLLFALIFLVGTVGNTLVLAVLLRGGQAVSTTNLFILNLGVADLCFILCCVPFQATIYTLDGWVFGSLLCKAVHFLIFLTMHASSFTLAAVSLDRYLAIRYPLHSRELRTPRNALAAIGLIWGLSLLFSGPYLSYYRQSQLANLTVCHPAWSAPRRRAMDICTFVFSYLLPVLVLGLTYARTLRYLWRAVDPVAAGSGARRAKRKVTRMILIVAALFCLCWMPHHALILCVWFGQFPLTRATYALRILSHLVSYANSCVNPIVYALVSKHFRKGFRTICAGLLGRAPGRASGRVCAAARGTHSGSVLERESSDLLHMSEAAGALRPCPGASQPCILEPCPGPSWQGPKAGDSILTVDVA
* = called active by the depositor; x = no result given.

SMILES	NPY-Y2 antag	E-sel TNF inh	Yeast lifespan up	HCT116 bCat-KO	MRP-1 activ	HCT116 PTEN-null	Measles CPE	Phagocytosis inh	Yeast growth inh	GALR2 blocker
Cc1ccc(-c2cc(C(=O)N/N=C/c3c(C)nn(C)c3C)c3ccccc3n2)c(C)c1	2	13	-7	95	-0.8	106	18	-1	-60	7
CCc1cc(C(=O)NNC(=S)Nc2ccccc2C)cs1	3	-11	x	81	-4.8	86	8	x	-22	-14
Cc1cnc(C(=O)OCC(=O)N2c3ccccc3NC(=O)C2(C)C)cn1	-1	-32	-4	97	0.0	102	5	-4	-5	3
CC(=NCCc1ccccc1)C1=C(O)CSC1=O	0	-6	-27	96	-2.5	90	14	-1	-41	-4
COc1cccc(OC)c1C(=O)N1CCN(c2c(Cc3ccccc3)c(C)nc3ncnn23)CC1	5	-20	-9	102	-1.1	90	18	0	-29	1
Nc1nnc(CCc2ccccc2)s1	1	0	-21	95	0.0	99	8	1	-21	-14
CCN(CC)c1ccc(NC(=O)CCNC(=O)c2ccco2)cc1	2	-24	0	74	0.0	93	34	6	-21	8
O=[N+]([O-])c1ccc2c(c1)ncn2-c1ccccc1	2	12	-7	98	-0.5	101	10	x	16	-9
C=CCn1c(C)cc(C(=O)CSc2nc3ccccc3[nH]2)c1C	7	x	-16	20	3.6	27	10	x	-54	18
O=C(COC(=O)c1ccc([N+](=O)[O-])s1)Nc1ccc(Cl)cn1	2	1	2	93	-2.1	97	16	-2	-47	2
O=C(c1cc2cc(Br)ccc2oc1=O)N1CCN(c2ccccn2)CC1	10	-30	-1	93	-1.6	90	8	-1	0	1
COc1ccccc1Nc1nnc(SCC(=O)Nc2cc(C)on2)s1	-2	13	0	91	-1.0	95	10	x	-93	2
COC(=O)c1nnn(CC(=O)NC(=O)Nc2ccccc2)c1C(=O)OC	2	-6	5	97	0.1	105	13	-3	-73	7
CCOC(=O)N1CCC(NC(=O)c2ccc3nc(N4CCOCC4)sc3c2)CC1	2	-7	x	92	-0.8	101	27	x	-39	9
O=Cc1ccccc1OCCOc1ccccc1C=O	6	-5	x	15	-4.4	11	13	x	-48	1
CCN(CC)c1nc(-c2cccc(OC)c2O)nc2ccccc12	4	13	-1	78	-2.4	71	18	0	-39	25
CC(=O)c1ccc(-n2nnnc2SCC(=O)N2CCN(C(=O)c3ccco3)CC2)cc1	0	x	-10	80	-1.1	94	6	-1	-39	-10
O=C(CN1CCN(c2ccc([N+](=O)[O-])cc2)CC1)Nc1ccccn1	4	0	9	56	-1.9	60	3	0	-9	1
COc1ccc(Cc2nnc(SCC(=O)NCc3ccco3)o2)cc1	1	4	-25	83	-1.6	85	5	0	-6	-24
O=C(CCc1ccccc1)Nc1nnc(-c2ccccn2)o1	0	x	2	95	3.0	98	12	1	11	-5

An excerpt of these results, with two lines to a compound.
Sequence of screens: NPY-Y2 antag	E-sel TNF inh	Yeast lifespan up	HCT116 bCat-KO	MRP-1 activ	HCT116 PTEN-null	Measles CPE	Phagocytosis inh	Yeast growth inh	GALR2 blocker
- Cc1ccc(-c2cc(C(=O)N/N=C/c3c(C)nn(C)c3C)c3ccccc3n2)c(C)c1
    2	13	-7	95	-0.8	106	18	-1	-60	7
- CCc1cc(C(=O)NNC(=S)Nc2ccccc2C)cs1
    3	-11	x	81	-4.8	86	8	x	-22	-14
- Cc1cnc(C(=O)OCC(=O)N2c3ccccc3NC(=O)C2(C)C)cn1
    -1	-32	-4	97	0.0	102	5	-4	-5	3
- CC(=NCCc1ccccc1)C1=C(O)CSC1=O
    0	-6	-27	96	-2.5	90	14	-1	-41	-4
- COc1cccc(OC)c1C(=O)N1CCN(c2c(Cc3ccccc3)c(C)nc3ncnn23)CC1
    5	-20	-9	102	-1.1	90	18	0	-29	1
- Nc1nnc(CCc2ccccc2)s1
    1	0	-21	95	0.0	99	8	1	-21	-14
- CCN(CC)c1ccc(NC(=O)CCNC(=O)c2ccco2)cc1
    2	-24	0	74	0.0	93	34	6	-21	8
- O=[N+]([O-])c1ccc2c(c1)ncn2-c1ccccc1
    2	12	-7	98	-0.5	101	10	x	16	-9
- C=CCn1c(C)cc(C(=O)CSc2nc3ccccc3[nH]2)c1C
    7	x	-16	20	3.6	27	10	x	-54	18
- O=C(COC(=O)c1ccc([N+](=O)[O-])s1)Nc1ccc(Cl)cn1
    2	1	2	93	-2.1	97	16	-2	-47	2

Exported field by field: part of the list above
COc1cccc(OC)c1C(=O)N1CCN(c2c(Cc3ccccc3)c(C)nc3ncnn23)CC1
- NPY-Y2 antag: 5
- E-sel TNF inh: -20
- Yeast lifespan up: -9
- HCT116 bCat-KO: 102
- MRP-1 activ: -1.1
- HCT116 PTEN-null: 90
- Measles CPE: 18
- Phagocytosis inh: 0
- Yeast growth inh: -29
- GALR2 blocker: 1
COc1ccc(Cc2nnc(SCC(=O)NCc3ccco3)o2)cc1
- NPY-Y2 antag: 1
- E-sel TNF inh: 4
- Yeast lifespan up: -25
- HCT116 bCat-KO: 83
- MRP-1 activ: -1.6
- HCT116 PTEN-null: 85
- Measles CPE: 5
- Phagocytosis inh: 0
- Yeast growth inh: -6
- GALR2 blocker: -24

Next structures:
SMILES	NPY-Y2 antag	E-sel TNF inh	Yeast lifespan up	HCT116 bCat-KO	MRP-1 activ	HCT116 PTEN-null	Measles CPE	Phagocytosis inh	Yeast growth inh	GALR2 blocker
O=C(CSc1ncnc2c1nnn2Cc1ccccc1F)N1CCN(c2ccccc2)CC1	5	20	-4	87	-4.1	89	16	x	-48	4
CC(C)Cn1cc(C(=O)N2CCOCC2)c2c3ccccc3n(C)c2c1=O	4	11	-20	93	-1.9	85	40*	-3	-11	10
Cn1c(SCC(=O)Nc2ccc3c(c2)OCCO3)nnc1-c1ccco1	4	-14	1	105	0.1	109	6	-1	-63	5
CC1CCCCC1NC(=O)CSc1nncs1 (centres undefined)	7	15	-5	100	-0.9	91	3	0	-31	7
CCOC(=O)c1oc2ccc(Br)cc2c1CSc1nnc(C)s1	2	14	-1	100	-0.4	103	1	-2	-52	9
FC(F)(F)c1cccc(NC(=S)NCCN2CCOCC2)c1	0	x	-4	86	-4.2	89	32	-1	-17	6
CCOc1ccc(Oc2c(/C=N/NC(=O)C3CC3)c(C)nn2-c2ccccc2)cc1	8	x	-1	102	-2.3	83	22	-8	-8	-1
C=CCn1c(SCC(=O)OCC)nc2cc(C(=O)NCc3ccco3)ccc2c1=O	0	-14	-8	103	1.3	115	2	0	-31	12
COc1ccc(-c2cc3ccccc3n2CC(O)CNCCO)cc1 (centres undefined)	2	-6	-6	76	-5.1	80	5	x	-14	-4
CCCC(=O)N1CCN(S(=O)(=O)c2cc(Cl)ccc2OC)CC1	2	-9	-23	93	-1.4	91	7	x	-24	-6
CCOC(=O)Cn1c(=NC(=O)C(C)(C)C)sc2cc([N+](=O)[O-])ccc21	-1	x	0	93	-1.4	98	3	-11	-29	5
Cc1ccc(OCC(=O)N2CCN(C(=O)c3cccs3)CC2)cc1	0	2	-23	84	-1.1	79	7	0	-21	0
CCOc1cc(C(=S)N2CCOCC2)ccc1OS(=O)(=O)c1ccccc1[N+](=O)[O-]	2	x	0	81	-3.2	89	18	-4	-21	8
COc1ccc(-c2cc(C(=O)O)c3c(C)nn(-c4ccccn4)c3n2)cc1	2	-11	-12	83	-1.6	99	24	x	-31	7
COc1cc(Cl)c(S(=O)(=O)n2cnc(C)c2)cc1Cl	4	x	x	91	-1.4	101	4	x	4	4
COCc1[nH]nc2c1C(C1C=CCCC1)C(C#N)=C(N)O2 (centres undefined)	0	12	-1	59	-1.0	75	15	-1	-43	-11
COc1cc(/C=C/c2cc(OC(C)=O)c3ccccc3n2)c(OC(C)=O)c([N+](=O)[O-])c1	0	x	-2	91	-3.1	89	4	-1	-21	-5
O=c1cc(CN2CCN(C/C=C/c3ccccc3)CC2)c2cc(O)c(-c3ccccc3)cc2o1	4	-24	1	59	-5.1	57	9	-3	-49	-12
COc1ccc(C(CC(=O)O)NC(=O)c2ccco2)cc1OC (centres undefined)	3	-10	14	86	-0.6	95	10	0	-17	7
COc1cccc(C(=O)Nc2nnc(C(C)C)s2)c1	2	-5	x	99	0.7	104	17	x	-20	0
O=C(Nc1c(C(=O)Nc2ccc3c(c2)OCCO3)cnn1-c1ccccc1Cl)c1ccco1	2	-19	-22	93	-3.4	87	7	1	-2	-12
CSc1ccc(OC2CCN(Cc3ccccc3)CC2)cc1	8	-3	3	94	-2.8	83	5	-4	-14	2
COc1ccc(Nc2nc3c(C)cccc3cc2C#N)c(OC)c1	0	x	7	88	-0.6	91	9	-9	-36	1
O=C(COc1ccccc1)Nc1ncc2c(n1)CCCC2=O	2	-28	-12	92	-0.3	109	6	0	-60	-1
CC1CN(C2CCN(C(=O)c3ccccc3)CC2)CC(C)O1 (centres undefined)	2	-18	-4	98	-0.4	84	9	0	-4	9
O=C(NNC(=O)C1CCCO1)c1ccccc1Cl (centres undefined)	1	1	-1	91	0.1	92	3	-1	5	9
COC(=O)c1cnn(-c2nc(OC)cc(OC)n2)c1C	2	x	-5	89	-0.8	96	11	-3	-5	-6
Cc1c(C(=O)O)nnn1-c1ccccc1	2	8	4	104	-0.1	96	8	-4	-51	9
Cc1c(C(N)=O)sc2ncn(CC(=O)N3CCC(C)CC3)c(=O)c12	1	-12	-20	97	-2.5	85	7	0	-41	-7
Cc1noc(NS(=O)(=O)c2ccc(NC(=O)CCn3c(=O)oc4ccccc43)cc2)c1C	3	1	-6	90	0.1	95	7	0	14	-2
Cn1c(=O)c2cc(NCc3ccccc3)nnc2n(C)c1=O	1	-19	-4	93	-0.7	96	9	0	-24	15
CC(NC(=O)c1ccc(Br)cc1)c1ccccc1 (centres undefined)	8	33	-4	84	0.1	88	2	-2	-18	3
Cc1ccccc1N1CCN(C(=O)c2ccccc2NC(=O)C2CC=CCC2C(=O)O)CC1 (centres undefined)	2	-33	27	102	-0.2	105	1	0	-71	4
CCOc1ccc(Cc2nnc(SCC(=O)c3ccc(OC)cc3)o2)cc1	3	-34	-29	59	-0.7	68	-1	x	-18	2
O=C(CN1CCCCC1)Nc1ccc(NC(=O)c2ccc(Cl)cc2)cc1Cl	3	0	-4	91	1.4	100	25	x	-47	3
Cc1ccc(N(C)S(=O)(=O)c2cccc(C(=O)Nc3nc4ccccc4[nH]3)c2)cc1	23*	14	16	31	-4.4	36	1	0	-23	-3
COc1cc(OC)cc(C(=O)n2nc(C)cc2C)c1	0	11	x	99	-0.6	100	10	x	-33	15
O=C(CN1CCN(S(=O)(=O)c2ccc(F)cc2)CC1)Nc1ccc2c(c1)OCO2	2	-2	-18	107	-5.7	98	8	x	-13	5
CCOC(=O)c1cc(-c2ccccc2)n(CC(=O)O)c1C	2	20	-14	97	-1.6	90	5	3	0	12

No enrichment for hits. Share with any hit: about 6.3%.
